# HDAC3 inhib = inhibitors of human histone deacetylase 3 | actives 0.15% (n = 320,000) | recombinant HDAC3, fluorogenic peptide/trypsin coupled, fluorescence | O15379 | inhibition, % at 8.3 µM; in the data active = inhibition above about 26%, passing the limit was not always enough; inconclusive = no clear call, values can overlap the other calls
# RGS4 pot = potentiators or activators of RGS4. HEK293 M3R/inducible RGS4, carbachol calcium flux Fluo4; active compounds read low. B-score at 10 µM. actives 0.92% (n = 310,000);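 active = B-score of the integrated calcium signal more than 4 SD below the library mean, with starting fluorescence not abnormally high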;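 also: negative B-score means reduced calcium response which marks RGS4 activation or potentiation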
#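 Material: M3R-expressing HEK293 line, RGS4 induced by doxycycline | Schedule: Overnight RGS4 induction, 30 min dye load 37 °C, 20 min compound RT | Measured by: Fluo4 fluorescence kinetic imaging of calcium | Read-out: Integrated calcium ratio converted to B score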
# MrgX1 antagonist = human MrgX1 receptor antagonism, primary screen | Q96LB2 | MRGX1-HEK293 calcium flux, Fluo-4, BAM8-22 antagonism; active compounds read low | B-score at 10 µM | actives 1.3% (n = 310,000);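 active = calcium-response B-score plate-corrected more than 3 library SD below zero, starting fluorescence within 5 deviations, no agonist response on first addition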;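 also: peak minus trough fluorescence over baseline after final BAM8-22 challenge near maximal dose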
# ANO1 activ = mouse TMEM16A channel activation, primary screen. HEK293 TMEM16A/YFP-H148Q/I152L, iodide quench fluorescence; active compounds read low. B-score at 10 µM. actives 0.3% (n = 340,000). AID 623877;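 active = fluorescence-ratio B-score plate-corrected deviation score at least 3 library SD below zero, with starting fluorescence score within 5 deviations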;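 also: channel opened by trigger with iodide after compound preincubation; score built on the fluorescence ratio of max minus min over baseline; more negative score means more quench and so TMEM16A activation or potentiation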
# TRPC6 inhibitor = inhibitors of mouse TRPC6 channel; Q61143; HEK293-TRPC6, membrane potential dye, ACh-evoked depolarization; active compounds read low; B-score at 10 µM; actives 1.1% (n = 310,000); AID 2553;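 active = B-score under library mean minus 3 SD, initial fluorescence not abnormally high, positive integrated signal ratio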;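 also: B-score derived from integrated fluorescence ratio over the kinetic read; more negative B-score means stronger inhibition of depolarization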
# Target sequence (Q61143 whole entry, looked up): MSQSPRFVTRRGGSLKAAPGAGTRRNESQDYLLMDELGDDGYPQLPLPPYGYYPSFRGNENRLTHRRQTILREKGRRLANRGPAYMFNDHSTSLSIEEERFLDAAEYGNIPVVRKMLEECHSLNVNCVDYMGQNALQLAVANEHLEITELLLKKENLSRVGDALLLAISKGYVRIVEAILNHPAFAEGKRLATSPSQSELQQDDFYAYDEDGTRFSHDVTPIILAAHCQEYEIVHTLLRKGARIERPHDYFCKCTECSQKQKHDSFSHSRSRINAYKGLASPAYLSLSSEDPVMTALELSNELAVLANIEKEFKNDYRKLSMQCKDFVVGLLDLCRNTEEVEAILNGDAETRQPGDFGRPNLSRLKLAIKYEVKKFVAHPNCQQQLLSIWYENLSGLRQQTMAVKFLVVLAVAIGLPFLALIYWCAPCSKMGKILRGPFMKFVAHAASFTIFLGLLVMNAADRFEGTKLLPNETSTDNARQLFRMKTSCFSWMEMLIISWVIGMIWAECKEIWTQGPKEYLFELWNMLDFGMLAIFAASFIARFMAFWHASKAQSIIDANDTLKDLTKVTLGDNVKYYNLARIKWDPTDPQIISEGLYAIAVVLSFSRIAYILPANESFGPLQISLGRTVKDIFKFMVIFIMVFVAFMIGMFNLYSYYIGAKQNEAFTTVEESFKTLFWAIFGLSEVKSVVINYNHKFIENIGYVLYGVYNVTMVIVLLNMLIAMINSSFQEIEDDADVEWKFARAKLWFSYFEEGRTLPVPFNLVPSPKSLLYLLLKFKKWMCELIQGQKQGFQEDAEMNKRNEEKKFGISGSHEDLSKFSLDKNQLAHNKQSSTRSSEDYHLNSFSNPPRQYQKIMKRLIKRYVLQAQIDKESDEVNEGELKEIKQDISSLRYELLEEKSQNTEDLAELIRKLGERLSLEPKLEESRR
# MrgX1 PAM = allosterically activates human MrgX1 receptor signaling; MrgX1-HEK293, Fluo-4 calcium flux, FDSS; active compounds read high; actives 0.63% (n = 310,000); B-score at 10 µM;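 active = plate-corrected calcium response at least 3 library SD above typical, normal starting fluorescence, not activating the receptor alone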;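 also: compound read alongside a low EC10 to EC30 dose of BAM8-22 agonist; peak minus trough fluorescence over baseline measured at the second addition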
# RGS4 inh = human RGS4 inhibition; P49798; HEK293 M3R/RGS4 inducible, Fluo-4 calcium flux; active compounds read high; triggered by carbachol at its EC20; actives 0.45% (n = 310,000); AID 463165; B-score at 10 µM;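 active = B-score, a plate-corrected calcium signal, over three deviations above library mean, with baseline fluorescence within five deviations of library mean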;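 also: RGS4 expression induced by doxycycline in cells with stable M3 receptor; B-score is computed from the integrated fluorescence ratio over baseline after carbachol; higher B-score means a larger calcium signal and so more RGS4 inhibition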
# MrgX1 agonist = activates human MrgX1 receptor signaling. actives 0.44% (n = 310,000). AID 588627. B-score at 10 µM. MrgX1-HEK293 cells, Fluo-4 calcium fluorescence, agonist mode; active compounds read high;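 active = calcium response B-score plate-corrected fluorescence ratio at least 3 library SD, with starting fluorescence B-score inside 5 SD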
#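 Material: MrgX1-expressing HEK293 cells / Dosing: compound as first of three additions / Incubation: overnight seeding, then 1 h dark dye loading / Signal: Fluo-4 NW calcium fluorescence / Evaluation: B-scored fluorescence response ratio / Benchmarks: positive and negative control wells on each plate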
# SKKanGAS inh = SKKanGAS growth inhibition | S. pyogenes SKKanGAS, kanamycin growth, BacTiter-Glo, 6 h | inhibition, % at 7.5 µM | actives 1.3% (n = 300,000) | AID 1662;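 active = mean replicate score, as percent of positive control median, at least 50; inconclusive = mean below 50 but one replicate at or above 50; inactive = mean and every replicate below 50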;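 also: strain carries kanamycin resistance gene driven by streptokinase promoter and grows in 40 µg/ml kanamycin; loss of luminescence reflects streptokinase promoter inhibition or plain growth inhibition; 0% = median of DMSO wells and 100% = positive control at its reference dose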
# TMEM16A inh = blocks the mouse calcium-activated chloride channel TMEM16A | Q8BHY3 | HEK293 TMEM16A/YFP iodide influx fluorescence, ionomycin | normalized B-score (activity score, 25-100; higher = stronger inhibition) at 10 µM | actives 1.2% (n = 310,000) | AID 588511;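 active = ratio plate-corrected score three or more library SD toward inhibition, starting fluorescence score within five deviations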;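 also: score derived from kinetic fluorescence span divided by baseline fluorescence per well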
# TRPC6 act = mouse TRPC6 channel activation; Q61143; B-score at 10 µM; AID 2550; HEK293-TRPC6 membrane potential dye fluorescence; active compounds read high; actives 0.13% (n = 310,000);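 active = B-score of the integrated fluorescence ratio above library mean plus 3 SD, and starting fluorescence ratio within library mean plus 5 SD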;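 also: higher score means more depolarization so channel activation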
# An asterisk follows results filed as active; i = inactive; ? = inconclusive; / = no result given. Compounds as they come. About 6.7% of those tested had a hit in this group.
SMILES,HDAC3 inhib,RGS4 pot,MrgX1 antagonist,ANO1 activ,TRPC6 inhibitor,MrgX1 PAM,RGS4 inh,MrgX1 agonist,SKKanGAS inh,TMEM16A inh,TRPC6 act
COC(=O)c1ccc(OCc2nn[nH]n2)cc1,1,i,i,i,i,i,i,i,-19,i,i
Cc1ccc(C(=O)c2c3ccc([N+](=O)[O-])cc3[n+]([O-])n2CCCC(N)=O)cc1,13,i,i,i,i,i,i,i,19,i,i
O=[N+]([O-])c1cccc(/C=C/c2ccc3cccc(O)c3n2)c1,-9,i,i,i,i,i,i,i,84*,i,i
CCOc1cc(/C=C2/NC(=O)NC2=O)cc(Br)c1OCc1ccc(C(=O)O)cc1,-3,i,i,i,i,i,i,i,30,i,i
O=C(C1CCCN(S(=O)(=O)c2cccc3cccnc23)C1)N1CCN(c2ccccc2F)CC1 (centres undefined),-6,i,i,i,i,i,i,i,1,i,i
CCCCOc1ccccc1N1CCN(CCCN2C(=O)C3CCCN3C2=O)CC1 (centres undefined),-4,i,i,i,i,i,i,i,3,i,i
O=C(O)CC(c1ccccc1)N1C(=O)c2cccc([N+](=O)[O-])c2C1=O (centres undefined),-3,i,i,i,i,i,i,i,-9,i,i
OCCNc1nc(-c2cccnc2)nc2ccccc12,-3,i,i,i,i,i,i,i,-2,i,i
CCOc1ccc(NC(=O)[C@@H](NC(=O)c2ccccc2)[C@@H](C)CC)cc1,3,i,i,i,i,i,i,i,-2,i,i
N=c1c(C(=O)NC2CCCCC2)cc2c(=O)n3ccccc3nc2n1CC1CCCO1 (centres undefined),-400,i,i,i,i,i,i,i,4,i,i
Cc1ccc(C)c(NC(=O)c2cnn3ccccc23)c1,0,i,i,i,i,i,i,i,-5,i,i
Cc1ccccc1/C=N/NC(=O)c1cccnc1,-3,i,i,i,i,i,i,i,-13,i,i
CCc1nc(OCc2ccco2)c2sc3nc4c(cc3c2n1)COC(C)(C)C4,14,i,i,i,i,i,i,i,4,i,i
COc1ccccc1-c1cnn2c(NCCc3ccccc3)cc(C)nc12,2,-7.4*,i,i,i,i,i,i,3,i,i
Cn1c(Cn2c(=O)sc3ccccc32)nnc1SCc1cccnc1,3,i,i,i,i,i,i,i,-2,i,i
COCCNCC(=O)C12CC3CC(CC(C3)C1)C2,8,i,i,i,i,i,i,i,-1,i,i
O=[N+]([O-])c1ccc(N/N=C/c2c[nH]c3ccccc23)c(S(=O)(=O)Nc2ccc(Cl)cc2)c1,6,i,i,i,i,i,i,i,77*,i,i
O=C(c1ccco1)N(Cc1nc2ccccc2c(=O)[nH]1)C1CCCC1,-11,i,i,i,i,i,i,i,1,i,i
O=c1oc2ccccc2cc1-c1nc2c(s1)CCc1ccccc1-2,4,i,-6.8*,i,i,i,i,i,-10,i,i
CCn1c(SCC(=O)O)nnc1-c1ccc(S(=O)(=O)N2CCCC2)cc1,-15,i,i,i,i,i,i,i,-5,i,i
O=C(O)CCc1ccc(-c2cccs2)n1CCc1ccccc1,-14,i,i,i,i,i,i,i,-2,i,i
Cc1cc(C)n2ncc(/C(N)=N/OC(=O)c3ccccc3F)c2n1,-11,i,i,i,i,i,i,i,1,i,i
O=C(O)C1CCN(c2ccc(S(=O)(=O)N3CCC(C(=O)O)CC3)cc2[N+](=O)[O-])CC1,2,i,i,i,i,i,i,i,-7,i,i
COc1cc(NC(=S)NN2CCN(C)CC2)cc(OC)c1OC,/,i,i,i,i,i,i,i,-4,i,i
CCOc1ccc(OCCOCCOc2c(Cl)cccc2Cl)cc1,5,i,i,i,i,i,i,i,-11,i,i
COc1ccc(OC)c(S(=O)(=O)NCc2ccc(N3CCN(C)CC3)cc2)c1,2,i,i,i,i,i,i,i,-1,i,i
O=C1C2CC=CCC2C(=O)N1c1n[nH]c(Cc2ccccc2)n1 (centres undefined),-2,i,i,i,i,i,i,i,-6,i,i
COc1nc(N(C)S(=O)(=O)c2ccc(C)cc2)nc(C)c1Cl,0,i,i,i,i,i,i,i,/,i,i
O=C(Cc1nc2ccccc2[nH]1)N/N=C/c1ccccc1,?,i,i,i,i,i,i,i,/,i,i
Cc1nn(CC(=O)Nc2ccc3c(c2)nc2n3CCOC2)c(=O)c2ccccc12,5,i,i,i,i,i,i,i,0,i,i
CCN(CC)C(=O)C1(P(=O)(c2ccccc2)c2ccccc2)CCC1,-5,i,i,i,i,i,i,i,-1,i,i
CC(=O)CC(c1ccccc1)S(=O)(=O)c1ccc(C)cc1 (centres undefined),-5,i,i,i,i,i,i,i,1,i,i
CCC(Sc1nnnn1-c1ccccc1)C(=O)Nc1nc2ccccc2s1 (centres undefined),-6,i,i,i,i,i,i,i,13,i,i
OC(CN1CCNCC1)Cn1ccc2ccccc21 (centres undefined),4,i,i,/,i,i,i,i,-13,i,i
CCC(=O)c1c[nH]c(C(=O)NCc2cccnc2)c1,-5,i,i,i,i,i,i,i,3,i,i
CC(C)(C)N(Cc1ccccc1)C(=O)c1cc2ccccc2o1,-1,-7.6*,i,i,i,i,i,i,13,i,i
COc1ccc(CCNC(=O)c2nnn(CC(=O)Nc3ccccc3C)c2N)cc1OC,-1,i,i,i,i,i,i,i,-1,i,i
O=C(Nc1ccc(O)c(-c2nc3ccccc3s2)c1)c1cccs1,7,i,i,i,i,i,i,i,-3,i,i
COc1ccccc1NC(=O)CSc1nc(=O)n(CCN(C)C)c2c1CCCC2,3,i,i,i,i,i,i,i,1,i,i
O=C(NCc1ccncc1)C(=O)Nc1nc(C23CC4CC(CC(C4)C2)C3)cs1,9,i,i,i,i,i,i,i,6,100*,i
O=C(NCCc1ccc(F)cc1)C1CCCCC1,-6,i,i,i,i,i,i,i,4,i,i
COc1ccc(S(=O)(=O)NCC2CCC(C(=O)NCc3ccc(F)cc3)CC2)cc1 (centres undefined),3,i,i,i,i,i,i,i,-1,i,i
O=C(Nc1ccc(N2CCOCC2)cc1)c1cccc2c(Br)cccc12,6,i,i,i,i,i,i,i,15,i,i
COc1ccccc1NC(=O)CCS(=O)(=O)c1cc2c(cc1Cl)NC(=O)CO2,4,i,i,i,i,i,i,i,0,i,i
COC(=O)Cn1c(=NC(=O)C2COc3ccccc3O2)sc2cc(S(N)(=O)=O)ccc21 (centres undefined),?,i,i,i,i,i,i,i,0,i,i
CCCOc1ccc(OCC(=O)c2[nH]c(C)c(C(C)=O)c2C)cc1,-4,i,i,i,i,i,i,i,-5,i,i
COc1ccc(Cl)cc1S(=O)(=O)Nc1cccc(C(=O)O)c1,-2,i,i,i,i,i,i,i,2,i,i
CCCc1cc(C(=O)OC)c(NC(=O)CCCC(=O)O)s1,/,i,i,i,i,i,i,i,-1,i,i
C/C(N)=C(/C#N)C(=O)CSc1nnc(-c2ccc(OC(F)F)cc2)o1,5,i,i,i,i,i,i,i,3,i,i
Nn1c(SCC(=O)Nc2ccc(S(=O)(=O)N3CCCC3)cc2)nnc1C(F)(F)F,5,i,i,i,i,i,i,i,0,i,i

# Additional results.
SMILES,HDAC3 inhib,RGS4 pot,MrgX1 antagonist,ANO1 activ,TRPC6 inhibitor,MrgX1 PAM,RGS4 inh,MrgX1 agonist,SKKanGAS inh,TMEM16A inh,TRPC6 act
COc1cccc2c1OCC/C2=N\NC(=O)COc1ccccc1C,2,i,i,i,i,i,i,i,-15,i,i
CCn1cc(CN2CCC(n3nccc3NC(=O)C3CCCC3)CC2)cn1,0,i,i,i,i,i,i,i,-8,i,i
COc1ccc(C(=O)Nc2cc3c4c(c2)C(C)C(=O)N4CCC3)cc1OC (centres undefined),-3,i,i,i,i,i,i,i,-1,i,i
O=C(Nc1nc(-c2ccc(-c3ccccc3)cc2)cs1)c1cc([N+](=O)[O-])ccc1N1CCOCC1,-2,i,i,i,i,i,i,i,-15,i,i
O=C(NC(=S)Nc1ccc(Oc2ccccc2)cc1)c1ccc(Cl)cc1,1,i,i,i,i,i,i,i,8,i,i
CC(C)N(C(=O)Cn1cc(SCC(=O)N2CCCC2)c2ccccc21)C(C)C,2,i,i,i,i,i,i,i,17,i,i
CC1CCCCC1NC(=O)Cc1ccc(S(=O)(=O)N2CCOCC2)s1 (centres undefined),2,i,i,i,i,i,i,i,4,i,i
CSc1nsc(/C=C/Nc2ccc(F)cc2)c1C#N,-1,i,i,i,i,i,i,i,/,i,i
O=C(Cc1ccc([N+](=O)[O-])cc1)Nc1cc(C(F)(F)F)cc(C(F)(F)F)c1,-4,i,i,i,i,i,i,i,-1,i,i
O=c1c2cnn(-c3ccc(F)cc3)c2ncn1Cc1ccc(F)cc1,2,i,i,i,i,i,i,i,-6,i,i

# Copied from the list.
# Value of `CC(C)N(C(=O)Cn1cc(SCC(=O)N2CCCC2)c2ccccc21)C(C)C` in SKKanGAS inh: 17
# Value of `O=C(Cc1ccc([N+](=O)[O-])cc1)Nc1cc(C(F)(F)F)cc(C(F)(F)F)c1` in HDAC3 inhib: -4

# Next section.
SMILES,HDAC3 inhib,RGS4 pot,MrgX1 antagonist,ANO1 activ,TRPC6 inhibitor,MrgX1 PAM,RGS4 inh,MrgX1 agonist,SKKanGAS inh,TMEM16A inh,TRPC6 act
N/C(=N\OC(=O)CC1CCCCC1)c1cccc([N+](=O)[O-])c1,-4,i,i,i,i,i,i,i,-2,i,i
Cn1c(=O)oc2cc(S(=O)(=O)NCc3ccco3)ccc21,-3,i,i,i,i,i,i,i,-3,i,i
CCc1ccc(NC(=O)CCn2ccnc2C)cc1,-4,i,i,i,i,i,i,i,-7,i,i
Cc1ccc(N(CC(=O)N/N=C/c2cc(C)n(-c3ccccc3)c2C)S(C)(=O)=O)c(C)c1,-3,i,i,i,i,i,i,i,8,i,i
COc1cnc(-c2ccccn2)nc1Oc1ccc(Cl)cc1,0,i,i,i,i,i,i,i,-7,i,i
COc1ccc(NS(=O)(=O)c2ccc(OCC(=O)N3CCOCC3)cc2)cc1Cl,-2,i,i,i,i,i,i,i,-1,i,i
COc1ccccc1NC(=O)c1c(O)c2ccccc2[nH]c1=O,-10,i,i,i,i,i,i,i,-1,i,i

# Assay outcomes deposited in PubChem BioAssay by several laboratories.
